# Screening data (PubChem)
# T cell modulator – T cell immune modulators affecting CD8 T cell-vesicle binding. 2C CD8+ T cell-vesicle binding, flow cytometry; stronger effect = lower value. calls only at 7 µM. 330,000 compounds, 0.068% hits. AID 2052;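 active = response, share of CD8 T cells binding vesicles, and their 90th percentile fluorescence all below set limits, cut at about 80% in these data, passing the limit was not always enough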
#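 incubation = binding step 1.5 h, 37 °C, antibody labelling 20 min, ice | test system = 2C mouse CD8+ T cells | read-out basis = percent CD8+ FL2 mean versus row control | controls = Peptide-free naked vesicles (low) and QL9 vesicles with 0.7% DMSO vehicle (high) | detection = flow cytometry of vesicle-bound cells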
# MT stabilizer – microtubule stabilization, imaging screen | HeLa tubulin immunostaining HCS, 24 h; share of cells brighter than vehicle mean+2SD | % tubulin-high responders, % at 10 µM | 200,000 compounds, 0.83% hits | AID 2205;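 active = plate Z-score above 3 for both tubulin-high and condensed-nucleus cell shares, with cell loss under 80%, at 10 µM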;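 also: anti alpha tubulin signal scored within the nucleus-defined area of each cell; some results filed as inactive read as strong as hits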
# Myeloid diff MLP – promotes myeloid progenitor differentiation. 360,000 compounds, 1% hits. AID 624256. ER-HoxA9 myeloid progenitors, lysozyme-GFP differentiation, flow cytometry. calls only at 10 µM;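 active = normalized GFP-positive differentiation at or above the plate's own cutoff, the solvent-only control mean plus 3 SD; inconclusive = no clear call, values can overlap the other calls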;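 also: cells exposed to compound for four days before flow analysis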
# TNAP activation fold – stimulation of alkaline phosphatase TNAP activity – biochemical, luminescent, no phosphate acceptor, uHTS, primary screen (AID 1001); activation fold at 20 µM, or EC50 in µM where a hit was titrated; 200,000 compounds, 0.03% hits; purified TNAP, luminescent activation assay, no phosphate acceptor; higher activation fold means a stronger effect; in the data active = activation fold from about 3, or a potency from the dose series; inactive = the rest, 99 in 100 with activation fold below about 1.6; also: many of its hits are not listed in these tables
# Lipid droplet – hepatic lipid droplet formation modulation | AML12 mouse hepatocytes, oleate lipid droplets, BODIPY imaging | inhibition, % at 6.5 µM | 240,000 compounds, 0.4% hits | AID 1656;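 active = lipid droplet intensity inhibited by at least 50%, with more than 500 cells counted; inconclusive = wells with under 300 cells, treated as cytotoxic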
#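 Assay system: AML12 hepatocytes (mouse) / Also added: 100 µM oleic acid challenge / Times: overnight treatment with compound plus oleate / Detection: high-content imaging of BODIPY-stained droplets and DAPI nuclei / Evaluation: % inhibition of lipid droplet signal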
# b-catenin transl – beta-catenin nuclear translocation modulation | HeLa beta-catenin nuclear translocation, immunofluorescence imaging | nuclear translocation activity, % at 5 µM | 190,000 compounds, 0.3% hits | AID 1665;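 active = nuclear translocation activity above 50% at 5 µM, with a well cell count of 50 or more; inconclusive = wells under 50 cells across six images, flagged as toxic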;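 also: per-cell ratio of nuclear to cytoplasmic median beta-catenin stain intensity; plate controls were DMSO negative control for no effect and GSK-3 inhibitor IX positive control for full effect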
#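 assay system = human HeLa cells, endogenous beta-catenin | times = compound treatment 24 h, 37°C, 5% CO2 | detection = Anti-beta-catenin immunofluorescence on PFA-fixed, Triton-permeabilized cells, DAPI nuclei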
# Dynein cargo inh – dynein cargo transport inhibition; z-score, hits read low; 220,000 compounds, 0.47% hits; AID 1381; 3617.4 mouse cells, GR-EGFP nuclear translocation imaging; test concentration mostly 20 µM; stimulated with dexamethasone, 1 µM; stronger effect = lower value;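 active = plate z-score of nuclear minus cytoplasmic receptor signal below a set negative limit, without overly bright fluorescence or cell loss, cut at about -3.5 in these data, passing the limit was not always enough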;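 also: z-score of nuclear minus cytoplasmic ring GR-EGFP intensity difference per well; some compounds called inactive have numbers as strong as hits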
#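 Buffer or medium: tet-free medium with charcoal-stripped serum / Also added: dexamethasone agonist, 1.0 µM final, for 30 min / Timing: induction 48 h, compound 1 h, agonist 30 min / Measured by: high-content fluorescence imaging after fixation / Read-out: nuclear-to-cytoplasmic GR-EGFP distribution per well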
# human PMI inhibition – MPI enzyme activity inhibition – biochemical, fluorescence intensity, coupled assay, primary screen (AID 1209); 190,000 compounds, 0.42% hits; one-dose inhibition, % at 20 µM; IC50 in µM for titrated hits; purified PMI enzyme, coupled fluorescence intensity; higher % means a stronger effect; in the data active = inhibition above about 50%;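 also: plate controls were DMSO vehicle for no effect and wells lacking substrate for full effect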
# Insulin prom up – MIN6 insulin promoter up-regulation; z-score at 5 µM; 190,000 compounds, 0.3% hits; AID 1625; MIN6 insulin promoter-GFP reporter, high-content imaging; stronger effect = higher value;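 active = z-score above 3 at 5 µM with at least 500 cells counted in the well; inconclusive = wells under 500 cells, flagged as cytotoxic or low count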
# Dynein cargo inh cytoplasmic EGFP – recorded beside Dynein cargo inh, whose call it bears; z-score; measured here: cytoplasmic GR-EGFP intensity; stronger effect = higher value
# Dynein cargo inh nuclear GR-EGFP – recorded beside Dynein cargo inh, whose call it bears; z-score; measured here: nuclear GR-EGFP intensity;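 lower value marks the stronger effect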
# Dynein cargo inh cell count – recorded beside Dynein cargo inh, whose call it bears; z-score; measured here: cell count per field
# Insulin prom up cell count – recorded beside Insulin prom up, whose call it bears; cell count; measured here: cytotoxicity, nuclei count;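 total cells summed across four imaged fields per well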
# Lipid droplet cells 6.5 µM – further read-out of Lipid droplet, marked with its call; cell count; measured here: cell count, cytotoxicity flag;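 cells counted across two imaged fields per well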
# b-catenin transl cell count 5 µM – recorded beside b-catenin transl, whose call it bears; cell count; measured here: cell count, cytotoxicity flag
# T cell modulator vesicle-bound % – second read-out of T cell modulator, no call of its own (marks repeat the call); double positive events, %; measured here: CD8+ vesicle-bound cell fraction;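 binding gate set so that unloaded-vesicle control wells show 10% double positive cells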
# MT stabilizer Hoechst-high % – further read-out of MT stabilizer, marked with its call; % Hoechst-high responders; measured here: nuclear condensation Hoechst responders;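 share of cells brighter than vehicle mean plus two SD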
# MT stabilizer cytotoxicity % – also measured in MT stabilizer; calls as there; toxicity, %; measured here: cytotoxicity by cell density;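 0% = mean cell density of plate MIN control wells and 100% = no cells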
# Myeloid diff MLP GFP+ MAC1+ % – further read-out of Myeloid diff MLP, marked with its call; GFP+ MAC1+ double positive, %; measured here: differentiation confirmed by MAC1 staining
# * marks the source's active call; other numbers are inactive results; i = inactive; ? = inconclusive; / = no result given.
cpd	structure	MT stabilizer Hoechst-high %	Myeloid diff MLP	MT stabilizer	Dynein cargo inh cytoplasmic EGFP	MT stabilizer cytotoxicity %	b-catenin transl	Dynein cargo inh cell count	TNAP activation fold	T cell modulator	Dynein cargo inh	T cell modulator vesicle-bound %	human PMI inhibition	Lipid droplet	Insulin prom up	Myeloid diff MLP GFP+ MAC1+ %	Dynein cargo inh nuclear GR-EGFP	Lipid droplet cells 6.5 µM	b-catenin transl cell count 5 µM	Insulin prom up cell count
1	Clc1cccc(-c2nc(NCc3cccnc3)c3ccccc3n2)c1	2.6	i	2.6	0.11	11	-1.0	0.61	1.1	i	-0.36	38	14%	/	-0.22	0.7	0.28	/	1397	1374
2	COc1ccccc1NC1SC(=O)N(c2ccccc2)C1=O (stereo not drawn)	2.7	i	4.9	-0.27	6.9	1.4	0.26	1.3	i	-0.7	6	-1%	/	/	0.8	-0.11	/	1104	/
3	COc1ccc(NC(=O)Nc2cccc(F)c2)c(OC)c1	1.5	i	1.2	-0.24	2.2	-4.2	-0.72	1.1	i	0.79	56	-6%	3	-0.12	1.0	0.68	680	1009	1571
4	CCOC(=O)c1cccc(NC(=O)c2ccco2)c1	1.8	i	2.2	-0.15	2.6	-0.1	0.42	1.1	i	0.8	24	9%	-4	0.43	7.3	0.9	686	952	1372
5	COc1ccccc1-c1cc(C(F)(F)F)c(C#N)c(=O)[nH]1	2.1	i	2.1	-0.2	8.8	-1.6	0.56	1.1	i	-0.22	55	-8%	4	-0.1	0.1	0.027	671	1064	1603
6	Cc1cc(C)nc(SCc2nnc(SCC(=O)Nc3ccc(C)c(C)c3)o2)n1	1.2	i	2.3	-0.13	9.4	-6.8	-0.77	1.2	i	0.86	52	-12%	/	-0.78	0.9	0.43	/	740	1306
7	O=C(c1ccc(Cl)nc1)N1CCN(S(=O)(=O)c2ccc(Cl)cc2)CC1	1.9	i	3.4	-0.4	1.8	2.6	0.3	1.1	i	0.41	32	-5%	-17	-0.47	0.1	-0.19	664	974	1194
8	COc1ccc(-c2nnc(SC)o2)c(OC)c1	2.4	i	5.2	-0.095	5.8	-2.5	-1.3	1.1	i	1.3	37	2%	23	-0.47	0.1	1.1	658	1035	1646
9	Cc1ccccc1N1C(=O)c2cccc([N+](=O)[O-])c2C1=O	2.1	i	1.2	-0.23	7.1	1.8	0.77	1.2	/	-0.67	/	6%	14	0.29	0.8	-0.19	689	1489	1435
10	CC1CN(CCCOc2ccccc2[N+](=O)[O-])CC(C)O1 (stereo not drawn)	1.5	i	2.7	-0.13	5.8	-0.3	-0.58	1.1	i	0.96	15	14%	/	-0.14	0.4	0.47	/	1252	1717
11	CCN(CC)S(=O)(=O)c1cccc(C(=O)Nc2cc3oc4ccccc4c3cc2OC)c1	6.8	?	3.5	-0.21	0.4	-1.1	0.14	1.1	i	-0.42	47	8%	-3	-0.26	/	-0.31	650	1107	1277
12	CCCc1cc(=O)[nH]c(SCC(=O)OCc2ccccc2)n1	2.3	i	2.9	-0.42	7.5	-4.7	0.15	1.1	i	-0.44	37	-12%	/	0.11	0.6	0.13	/	934	1251
13	CCOC(=O)c1cn(-c2ccccc2)nc1-c1cccnc1	1.9	i	4.9	-0.26	3.5	3.9	0.3	1.1	i	-0.82	20	-1%	17	-1.2	0.6	0.19	770	910	1046
14	Cc1c(Br)c(C(F)(F)F)nn1CC(=O)N1CCCC1	1.4	i	1.6	0.087	7.9	-1.4	0.96	1.1	i	-0.38	41	12%	-6	-0.45	1.8	0.12	754	1206	1264
15	O=C(Cn1cc2c(n1)CCCC2)NCCCN1CCCC1	4.0	i	2.1	-0.24	9.5	/	0.17	1.2	i	0.054	27	-1%	/	0.73	2.8	0.1	/	/	794
16	COC(=O)c1cc(-c2c(C)oc3cc(OC)ccc3c2=O)c(C)o1	2.5	i	2.6	-0.22	7.0	-3.2	0.7	1.2	i	-0.97	25	1%	/	-0.6	9.4	-0.36	/	994	1517
17	CC(=O)C1(O)C(C)CC2C3CCC4CC(O)CCC4(C)C3=CCC21C (stereo not drawn)	1.7	i	3.9	-0.25	12	-1.0	0.15	1.1	i	0.77	38	5%	/	0.08	3.2	0.32	/	1165	998
18	CC(OC(=O)c1cccnc1)C(=O)Nc1ccc2c(c1)OCO2 (stereo not drawn)	2.3	i	3.4	-0.35	1.0	-2.3	1.2	1	i	0.17	19	-8%	7	-0.07	0.3	0.38	714	1042	1279
19	Cc1cccc(N2CCN(c3ccc(NC(=O)/C=C(/C(=O)O)c4ccccc4)cc3)CC2)c1	2.1	i	2.2	-0.19	4.7	-1.3	0.79	1.1	i	-0.11	59	19%	/	0.66	0.8	0.57	/	1375	1587
20	O=C(O)c1cccc(CSc2nnc(Cc3ccccc3)o2)c1	0.1	i	1.5	-0.15	16	1.0	-0.48	1	i	0.094	12	10%	-1	-0.3	0.6	0.32	783	1049	1133
21	Cc1ccnc(SCCn2c(N3CCC(C)CC3)nc3c2c(=O)[nH]c(=O)n3C)n1	2.5	i	2.5	-0.22	11	/	0.11	1.2	/	-0.52	/	8%	/	0.6	1.3	-0.29	/	/	919
22	COc1ccccc1NS(=O)(=O)c1cc(NC(=O)c2sccc2C)ccc1N1CCCC1	2.8	i	3.4	-0.24	7.3	0.6	0.92	1.2	i	-0.71	55	26%	-29	-0.88	0.4	-0.23	717	1511	1352
23	COc1ccc(CN2CCN(C(=O)c3cccs3)CC2)cc1Br	2.4	i	2.6	-0.22	11	/	-0.092	1.1	i	0.15	23	20%	/	/	1.3	0.051	/	/	/
24	COc1cc(NC(=O)CN2C(=O)NC(C)(c3ccccc3)C2=O)c(C)cc1[N+](=O)[O-] (stereo not drawn)	1.9	i	3.2	-0.2	9.0	-2.0	-0.25	1.1	i	-0.31	31	10%	-11	0.1	0.7	-0.078	622	1147	1411
25	C=CCn1c(O)c(N=NC(=S)Nc2ccccc2C)c2cc(S(=O)(=O)N3CCOCC3)ccc21	4.0	i	4.4	-0.24	1.6	-0.1	-0.083	0.8	i	-0.61	46	-1%	-25	-2.1	0.0	0.57	768	537	679
26	Cc1ccc(OCCn2cc(C(=S)N3CCCC3)c3ccccc32)cc1C	1.9	i	3.6	0.12	6.2	-1.5	0.35	1.1	i	-0.2	14	18%	-48	-0.71	1.1	-0.31	654	1069	1727
27	COC(=O)c1ccccc1NC(=O)Nc1cnccn1	2.9	i	5.1	-0.28	1.2	/	0.52	1.1	i	0.67	41	9%	1	/	1.0	0.67	728	/	/
28	COc1ccc(C2Nc3ccccc3C(=O)N2c2ccc(C)cc2)cc1Cn1nnc2ccccc21 (stereo not drawn)	1.6	i	1.0	-0.23	3.8	-0.1	1.6	1.2	i	-0.48	60	6%	/	-1.6	7.7	-0.38	/	1440	1276
29	COC(=O)c1ccc(COC(=O)c2ccc(CS(=O)(=O)c3ccc(C)cc3)cc2)cc1	1.5	i	2.2	-0.35	6.6	/	0.034	1.7	i	1	44	-3%	8	0.22	0.8	0.64	804	/	885
30	Cc1nnc(CN(C)Cc2cn[nH]c2-c2ccc(-c3ccccc3)cc2)o1	3.0	i	5.7	-0.28	8.1	3.9	0.74	1.1	i	0.075	34	7%	5	1.2	0.6	-0.021	747	924	1460
31	O=C(Nc1cccc(-c2nnc(-c3ccccc3)o2)c1)C1CC1	0.7	i	4.4	-0.25	22	-0.1	-0.25	1	i	0.52	44	4%	-1	0.8	0.6	0.56	630	1449	1435
32	CCc1nnc(NC(=O)c2cc(-c3cccnc3)nc3ccccc23)s1	2.5	i	5.6	-0.32	3.9	0.6	1.1	1	i	-0.26	39	-23%	23	0.86	0.7	0.37	694	1106	1225
33	C=CCOc1c(Br)cc(/C=N/O)cc1OCC	11	i	5.2	0.078	1.2	0.1	-1.7	1.1	i	2.8	37	7%	11	-0.11	0.7	1.3	575	893	1187

# Structural class: the entries above with a thiophene ring, fused or not
cpd	structure	MT stabilizer Hoechst-high %	Myeloid diff MLP	MT stabilizer	Dynein cargo inh cytoplasmic EGFP	MT stabilizer cytotoxicity %	b-catenin transl	Dynein cargo inh cell count	TNAP activation fold	T cell modulator	Dynein cargo inh	T cell modulator vesicle-bound %	human PMI inhibition	Lipid droplet	Insulin prom up	Myeloid diff MLP GFP+ MAC1+ %	Dynein cargo inh nuclear GR-EGFP	Lipid droplet cells 6.5 µM	b-catenin transl cell count 5 µM	Insulin prom up cell count
22	COc1ccccc1NS(=O)(=O)c1cc(NC(=O)c2sccc2C)ccc1N1CCCC1	2.8	i	3.4	-0.24	7.3	0.6	0.92	1.2	i	-0.71	55	26%	-29	-0.88	0.4	-0.23	717	1511	1352
23	COc1ccc(CN2CCN(C(=O)c3cccs3)CC2)cc1Br	2.4	i	2.6	-0.22	11	/	-0.092	1.1	i	0.15	23	20%	/	/	1.3	0.051	/	/	/
